Compound activity deposited in PubChem BioAssay by NCI.
All columns: NCI-60 one-dose screen, growth in % after 48 h at 10 µM unless noted; 100 = growth as untreated, 0 = no growth, -100 = all killed.
SR: SR leukemia cells; AID 1794780; 73,000 compounds, 8.7% hits
MDA-MB-468: MDA-MB-468 breast cancer. 78,000 compounds, 8.5% hits. AID 2202374
T-47D: T-47D breast cancer. 79,000 compounds, 5% hits. AID 1794792
MDA-MB-231: MDA-MB-231 breast cancer | 81,000 compounds, 5% hits | AID 1794789
HS 578T: HS 578T breast cancer | 78,000 compounds, 4.1% hits | AID 1794788
K-562: K-562 leukemia. 78,000 compounds, 7.4% hits
BT-549: BT-549 breast cancer | 78,000 compounds, 4.4% hits
MCF7: MCF7 breast cancer | 82,000 compounds, 6.3% hits | AID 1794796
Starred values were filed as active, the others as inactive; nt = not tested or not shown. How the source made its calls: active means growth percent below 10; inactive means the rest.

entry	canonical_smiles	SR	MDA-MB-468	T-47D	MDA-MB-231	HS 578T	K-562	BT-549	MCF7
1	COc1ccc(/C=C/C(=O)[C@@H]2CC[C@]3(CO)CC[C@]4(C)[C@H](CC[C@@H]5[C@@]6(C)CC[C@H](O)C(C)(C)[C@@H]6CC[C@]54C)[C@@H]23)cc1	71	62	59	86	94	73	84	65
2	Cc1ccc(C(=O)CC(O)c2coc(-c3ccc(Cl)cc3)n2)cc1 (configuration not stated)	78	102	84	104	nt	95	99	85
3	Cc1cc2c(c(C)c1Cl)C(=O)/C(=C/c1ccc(O)c(O)c1)O2	nt	109	90	91	94	nt	104	89
4	COC1=CC(c2ccc[nH]2)=N/C1=C\c1[nH]c(C)c(C(=O)CCCCC(=O)OCC2OC(O)C(O)C(O)C2O)c1C (configuration not stated)	97	44	30	91	99	86	101	70
5	O=C(OCCCl)c1ccco1	84	98	102	110	103	98	101	92
6	COc1ccc(-n2ncn(Cc3ccc(Cn4cnn(-c5ccc(OC)cc5)c4=O)cc3)c2=O)cc1	nt	73	nt	77	97	66	96	84
7	O=C1CCC23OC4ON=C(c5ccccc5)C4C2C(O)c2ccccc2N13 (configuration not stated)	106	110	97	103	107	95	99	95
8	CC(=O)N[C@@H](CCC(N)=O)C(=O)O	104	108	107	87	82	9.0*	118	99
9	Cc1ccc(CNS(=O)(=O)/N=C2\NC(=O)NC2=C(Cl)Cl)cc1	69	1.7*	49	40	66	28	-8.7*	17
10	O=C(CCc1nnc(COc2ccccc2)o1)c1nc2ncccc2[nH]1	101	83	94	86	73	111	110	83
11	ClC1C2CC(c3ccccc32)C1Cl (configuration not stated)	106	104	103	107	113	nt	102	103
12	Clc1ccc(Nc2ccnc3[nH]c4ccc(Br)cc4c23)cc1	74	71	83	90	82	62	136	72

Record cards, from the list above. Order of values: SR | MDA-MB-468 | T-47D | MDA-MB-231 | HS 578T | K-562 | BT-549 | MCF7
COc1ccc(-n2ncn(Cc3ccc(Cn4cnn(-c5ccc(OC)cc5)c4=O)cc3)c2=O)cc1 in the list: nt | 73 | nt | 77 | 97 | 66 | 96 | 84
Cc1ccc(C(=O)CC(O)c2coc(-c3ccc(Cl)cc3)n2)cc1 (configuration not stated) in the list: 78 | 102 | 84 | 104 | nt | 95 | 99 | 85

Given field by field: entries from further up.
(4) COC1=CC(c2ccc[nH]2)=N/C1=C\c1[nH]c(C)c(C(=O)CCCCC(=O)OCC2OC(O)C(O)C(O)C2O)c1C (configuration not stated)
  SR: 97 | MDA-MB-468: 44 | T-47D: 30 | MDA-MB-231: 91 | HS 578T: 99 | K-562: 86 | BT-549: 101 | MCF7: 70
(11) ClC1C2CC(c3ccccc32)C1Cl (configuration not stated)
  SR: 106 | MDA-MB-468: 104 | T-47D: 103 | MDA-MB-231: 107 | HS 578T: 113 | K-562: nt | BT-549: 102 | MCF7: 103

More structures
entry	canonical_smiles	SR	MDA-MB-468	T-47D	MDA-MB-231	HS 578T	K-562	BT-549	MCF7
13	CCCCCCCCCCCCCC(=O)Oc1ccc[nH]c1=O	nt	89	nt	nt	98	90	94	96
14	CC[C@H](CC[C@@H](C)C1CC[C@H]2[C@@H]3CC=C4C[C@@H](OP(=O)(N5CC5)N5CC5)CC[C@]4(C)[C@H]3CC[C@]12C)C(C)C (some centres not stated)	nt	112	106	105	114	106	136	100
15	COC1(OC)C2C=CC1C1CC/C=C\CCC12 (configuration not stated)	94	104	104	105	105	113	102	95
16	COc1ccc(-c2c(C)nn3c(N)c(C#N)cnc23)cc1OC	73	65	60	62	91	69	93	89
17	CC1(C)CC(=O)C(Cc2cn(-c3ccccc3O)nn2)(Cc2cn(-c3ccccc3O)nn2)C(=O)C1	87	84	89	97	95	93	96	92
18	NC1=NOC(=O)C1C1CCCCC1 (configuration not stated)	133	117	118	111	118	123	115	104
19	Cc1c(CC(=S)N2CCOCC2)nnn1-c1cccc(C(F)(F)F)c1	105	117	103	107	100	100	112	104
20	COc1ccc(C/C(C)=C(/c2ccc(OCCN(C)C)cc2)c2ccc(OC(=O)NCc3ccccc3)cc2)cc1	-46*	68	52	58	56	-29*	83	21
21	Cc1csc(-c2nnc(Nc3ccc(Oc4ncccc4-c4ccnc(N)n4)cc3)c3ccccc23)c1	3.4*	42	30	38	nt	40	60	12
22	COc1cc(C(=O)CCN2CCCCC2)ccc1O	101	105	99	93	118	101	98	90
23	COc1ccc(C2CC(=O)Oc3c(OC)c4c(c(OC)c32)OCO4)cc1 (configuration not stated)	62	97	103	100	94	61	88	93
24	COc1ccc(C2=NN(C(C)=O)C(c3ccc(Cl)cc3)C2)cc1S(=O)(=O)Nc1cccnc1 (configuration not stated)	nt	103	93	102	98	95	97	93
25	Cc1ccc(NC(=O)OCCN(C)C(=O)Nc2ccc(C)cc2C)c(C)c1	nt	89	99	90	113	99	92	104
26	CCC(ON=C(C)C)C(=O)O (configuration not stated)	nt	nt	112	109	128	73	147	102
27	C[C@@H](O)[C@@H](C)O	nt	91	89	93	100	77	103	96
28	NC1=CC(=O)C(=O)c2ccccc21	82	87	56	78	100	71	90	86
29	NC(=O)CSSCC(N)=O	85	105	103	109	98	nt	nt	103
30	[N-]=[N+]=NCCCC[C@H]1N=C(c2ccc(Br)cc2)Nc2nc3ccccn3c2C1=O	nt	98	82	75	93	nt	106	80
31	O=C1NCCN1c1ccccc1	101	116	106	105	105	100	114	109
32	CCOC(=O)C1=C(C)C(Br)=N/C1=C\c1[nH]c(C)c(C(=O)OCC)c1C	63	105	88	90	97	98	92	95
33	CCOC(=O)c1cc(/C(=N\O)c2cc(OC)c(OC)c(OC)c2)n2c(C)cccc12	nt	22	28	49	12	17	19	17
34	C/C=C/C=C/C=N/N=C(N)N	99	97	114	103	98	114	99	93
35	Clc1ccc2c(NCCNc3nc(Cl)nc4ccccc34)ccnc2c1	-27*	-89*	-64*	-88*	-42*	nt	-66*	-64*
36	O=C1CSC(=S)N1c1ccccc1	100	91	87	94	115	98	104	105

From entry 27 as far as 29, as listed above:
entry	canonical_smiles	SR	MDA-MB-468	T-47D	MDA-MB-231	HS 578T	K-562	BT-549	MCF7
27	C[C@@H](O)[C@@H](C)O	nt	91	89	93	100	77	103	96
28	NC1=CC(=O)C(=O)c2ccccc21	82	87	56	78	100	71	90	86
29	NC(=O)CSSCC(N)=O	85	105	103	109	98	nt	nt	103

(cont.)
entry	canonical_smiles	SR	MDA-MB-468	T-47D	MDA-MB-231	HS 578T	K-562	BT-549	MCF7
37	ClCCn1cnc2c(SCc3ccccc3)ncnc21	44	75	74	76	63	41	70	43
38	c1cc(N2CCCCC2)nc(N2CCCCC2)n1	95	95	99	104	107	88	100	95
39	COc1cc2oc(-c3cccc(C(=O)N[C@@H](CC(C)C)C(=O)O)c3)cc(=O)c2c(OC)c1OC	102	95	101	100	113	108	108	95
40	[O-]/[N+](=C\c1ccc(-n2cc(Cc3cc(Cc4cn(-c5ccc(/C=[N+](/[O-])c6ccccc6)cc5)nn4)c(Cc4cn(-c5ccc(/C=[N+](\[O-])c6ccccc6)cc5)nn4)cc3Cc3cn(-c4ccc(/C=[N+](/[O-])c5ccccc5)cc4)nn3)nn2)cc1)c1ccccc1	97	100	93	104	100	90	93	85
41	Nc1nc(N)c(-c2ccc(Cl)cc2)c(C=O)n1	45	97	97	108	93	57	112	78
42	O=C(COc1ccc(NC(=O)Nc2ccc(Cl)c(Cl)c2)cc1)N=Nc1c(O)[nH]c2ccc([N+](=O)[O-])cc12	26	33	66	37	57	25	50	31
43	COc1ccccc1/C=C/C(=O)Nc1ccc(F)cc1	95	105	75	89	104	85	108	64
44	CCOC(=O)C1(Cc2ccccc2)CCN(Cc2cccc(OC)c2O)CC1	7.6*	-9.4*	17	22	29	8.7*	50	14
45	CO[C@H]1C[C@@H]2CC[C@@H](C)[C@@](O)(O2)C(=O)C(=O)N2CCCC[C@H]2C(=O)O[C@H]([C@H](C)C[C@@H]2CC[C@@H](OCCO)[C@H](OC)C2)CC(=O)[C@H](C)/C=C(\C)[C@@H](O)[C@H](OC)C(=O)[C@H](C)C[C@H](C)\C=C/C=C/C=C/1C	11	27	7.5*	63	nt	43	42	36
46	O=[N+]([O-])c1cnc(Sc2ccncn2)s1	-70*	-64*	-14*	75	58	-44*	103	32
47	Clc1ccc2c(c1)c(-c1ccccc1)nc1nncn12	84	110	98	119	106	119	100	99
48	COc1ccc2oc(=O)cc(CN3C(=O)S/C(=C\c4ccc(Cl)cc4)C3=O)c2c1	72	101	87	108	108	64	92	87
49	CNNc1ncnc2c1cnn2-c1ccc(S(N)(=O)=O)cc1	66	nt	98	90	104	78	109	104
50	CCCCOC(=O)Cn1c(=O)c2nc3cc(-c4ccc(F)cc4)oc3nc2n(C)c1=O	114	120	103	108	95	104	103	91
51	Cc1nc(Cl)nc(Cl)c1COS(C)(=O)=O	104	113	106	109	101	100	93	85
52	COc1ccc(/C=C2\Oc3cc(OCCN4CCCC4)ccc3C2=O)c(OC)c1OC	91	99	nt	97	109	61	97	90
53	C[n+]1ccccc1C(O)C(O)c1cccc[n+]1C (configuration not stated)	100	98	93	99	107	96	113	90
54	CC(C)CN1CC(C)C(=O)N(c2ccccc2)C1=O (configuration not stated)	80	nt	105	100	106	71	113	103
55	OCCNc1nc(Nc2ccc(Cl)cc2)nc(Nc2ccc(C3=NN(c4cc(Cl)cc(Cl)c4)C(c4ccccc4)C3)cc2)n1 (configuration not stated)	109	105	107	94	71	93	84	87
56	O=C(c1ccccc1)c1ccc2ccccc2c1	77	126	97	118	121	97	88	105
57	CN(C)c1ccc(C2N(C)CCN2C)cc1	121	98	106	116	105	108	102	93
58	CC1(C)OC2OC(COC(=O)c3ccccc3)C(OC(=O)c3ccccc3)C(OC(=O)c3ccccc3)C2O1 (configuration not stated)	83	103	nt	nt	99	92	80	79
59	O=C(c1ccccc1)[C@@H](c1ccccc1)[C@]1(O)C(=O)Nc2ccccc21	102	102	85	88	93	102	95	92
60	S=C(NCCc1ccccc1)Nc1ncccn1	nt	101	98	108	104	100	102	107

Molecules from the list above with two or more sulfur atoms:
entry	canonical_smiles	SR	MDA-MB-468	T-47D	MDA-MB-231	HS 578T	K-562	BT-549	MCF7
29	NC(=O)CSSCC(N)=O	85	105	103	109	98	nt	nt	103
36	O=C1CSC(=S)N1c1ccccc1	100	91	87	94	115	98	104	105
46	O=[N+]([O-])c1cnc(Sc2ccncn2)s1	-70*	-64*	-14*	75	58	-44*	103	32

Carrying on:
entry	canonical_smiles	SR	MDA-MB-468	T-47D	MDA-MB-231	HS 578T	K-562	BT-549	MCF7
61	CN1c2ccccc2C(C)(C)C12CC(c1ccc(Cl)c(S(=O)(=O)N3CCCC3)c1)=NO2 (configuration not stated)	17	72	85	71	88	31	nt	58
62	COC(=O)Cn1ccnc1[N+](=O)[O-]	90	104	94	106	109	96	100	94
63	Cc1cccc(C)c1OCC(C)N (configuration not stated)	nt	104	109	107	108	94	112	nt
64	Oc1ccc2ccc3[nH]cnc3c2c1	122	104	108	87	101	112	96	93
65	CC1(C)N=C(N)N=C(N)N1c1ccc(CCCCc2ccccc2)c(Cl)c1	-8.4*	-21*	16	42	36	18	-16*	1.8*
66	O=c1cc(Cn2cnn(-c3ccccc3)c2=O)c2c(ccc3ccccc32)o1	nt	96	nt	103	91	92	95	92
67	NNc1cccc([N+](=O)[O-])c1	35	nt	nt	59	106	nt	94	106
68	Cc1ccc(Cl)c(-n2c(SCC(=O)NN)nc3ccccc3c2=O)c1	102	98	99	105	101	101	110	93
69	Nc1[nH]c(=S)[nH]c(=O)c1NC=O	124	104	113	118	121	104	120	105
